High-throughput results (PubChem BioAssay)
proCasp7 act = procaspase-7 activators, primary screen, counter-screen for procaspase-3 activator project, biochemical, absorbance, HTS, human. Caspase-7 (Homo sapiens), P55210. recombinant procaspase-7, Ac-DEVD-pNA absorbance 405 nm; D23A/D198A/D206A triple mutant, cannot self-cleave; scale: DMSO 0, 5 µM enzyme 100. activation, % at 8.5 µM. actives 0.093% (n = 330,000). AID 463210, 2010;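 active = percent activation above the screen-wide mean plus 3 SD, cut at about 25% in these data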
Target sequence (P55210 whole entry D23A/D198A/D206A): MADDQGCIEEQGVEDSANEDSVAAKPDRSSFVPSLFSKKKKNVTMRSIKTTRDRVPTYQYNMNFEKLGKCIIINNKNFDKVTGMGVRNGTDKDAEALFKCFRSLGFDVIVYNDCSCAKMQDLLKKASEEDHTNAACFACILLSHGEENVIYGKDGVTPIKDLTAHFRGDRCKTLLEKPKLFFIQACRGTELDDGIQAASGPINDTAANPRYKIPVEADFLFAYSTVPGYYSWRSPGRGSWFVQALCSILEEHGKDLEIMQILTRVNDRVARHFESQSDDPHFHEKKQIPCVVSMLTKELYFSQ
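Assay system: Uncleavable procaspase-7 mutant enzyme / Input: 2 µM procaspase-7 mutant as dispensed / Dosing: single nominal 8.5 µM compound dose, 0.8% DMSO final / Timing: 1 h enzyme–compound preincubation and 2 h substrate reaction, both 25 °C / Detection: p-Nitroaniline absorbance at 405 nm, read at 0 and 120 min / Replication: singlicate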
ZTA DNA inh = ZTA (EBV) inhibition in EBNA-1 counter-screen | P03206 | AID 2234 | inhibition, % at 11 µM | actives 0.15% (n = 320,000) | ZTA-DNA binding, fluorescence polarization; in the data active = inhibition above about 33%
EBNA-1 inhibitor = EBNA-1 DNA-binding inhibitors, primary screen, biochemical, fluorescence polarization. actives 0.34% (n = 300,000). AID 1950, 2009. inhibition, % at 14.8 µM; in the data active = inhibition above about 28%
AHR activator = AHR activators, primary screen, cell-based, luminescence, luciferase reporter, human. AHR-responsive luciferase reporter cells. AID 2796, 2010. activation, % at 5 µM. actives 2.5% (n = 320,000); in the data active = activation above about 47%;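 also: 0% = vehicle wells and 100% = reference agonist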
Target sequence (P35869 whole entry, looked up): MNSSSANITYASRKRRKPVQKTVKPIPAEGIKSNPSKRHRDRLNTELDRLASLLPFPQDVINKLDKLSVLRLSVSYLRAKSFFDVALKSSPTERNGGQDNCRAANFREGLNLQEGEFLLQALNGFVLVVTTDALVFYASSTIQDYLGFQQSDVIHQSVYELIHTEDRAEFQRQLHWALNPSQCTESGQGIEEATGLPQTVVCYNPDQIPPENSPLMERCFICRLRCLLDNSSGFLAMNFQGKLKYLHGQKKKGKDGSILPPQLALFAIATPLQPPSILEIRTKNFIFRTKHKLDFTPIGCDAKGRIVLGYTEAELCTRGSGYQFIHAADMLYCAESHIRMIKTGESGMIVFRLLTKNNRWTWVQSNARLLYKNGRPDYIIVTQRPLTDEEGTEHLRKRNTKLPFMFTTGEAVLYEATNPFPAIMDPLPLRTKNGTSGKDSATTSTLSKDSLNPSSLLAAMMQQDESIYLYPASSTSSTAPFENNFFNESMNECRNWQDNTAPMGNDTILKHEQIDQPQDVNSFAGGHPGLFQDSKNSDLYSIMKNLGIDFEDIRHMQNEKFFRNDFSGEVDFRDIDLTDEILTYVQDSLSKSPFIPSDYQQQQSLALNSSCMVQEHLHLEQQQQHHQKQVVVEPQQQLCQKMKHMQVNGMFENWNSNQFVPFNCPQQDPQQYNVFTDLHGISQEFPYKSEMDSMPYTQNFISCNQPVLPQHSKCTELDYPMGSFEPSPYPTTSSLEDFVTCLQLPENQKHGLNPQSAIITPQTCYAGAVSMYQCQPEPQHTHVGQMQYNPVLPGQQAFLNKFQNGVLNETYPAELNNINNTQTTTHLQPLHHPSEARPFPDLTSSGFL
procasp3 activ = activators of human procaspase-3 D3A mutant, primary screen, biochemical, absorbance, PC-3 D3A mutant, single concentration; AID 463141, 2010; Caspase-3 (Homo sapiens), P42574; actives 0.11% (n = 330,000); activation, % at 8.5 µM; recombinant procaspase-3 D3A, Ac-DEVD-pNA absorbance 405 nm;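 active = activation above the mean of all tested compounds plus 3 SD, cut at about 21% in these data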;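 also: 0% = DMSO alone and 100% = DMSO wells spiked with extra 5 µM PC-3 D3A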
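Assay system: Procaspase-3 D3A mutant, all three cleavage aspartates alanine. Buffer or medium: Zinc-free HEPES saline buffer with Triton X-100. Times: 1 h compound preincubation, 2 h substrate hydrolysis at 25 °C. Measured by: 405 nm absorbance of p-nitroaniline, reads at 0 and 120 min. Read-out basis: percent activation relative to control range. Replicates: singlicate.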
LAP4-GFP MLPCN = modulators of LAP4-GFP expression in yeast, primary screen, S. cerevisiae, multiplex flow cytometry, MLPCN library; 3 h; median GFP as percent of DMSO wells; GFP response vs DMSO, % at 10 µM; actives 0.34% (n = 320,000); AID 2023, 2009;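 active = GFP response vs DMSO above a set limit, about the screen mean plus 3 SD, cut at about 150% in these data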
RPL19A-GFP yeast = RPL19A-GFP expression modulators in yeast, primary screen, cell-based, S. cerevisiae, multiplex flow cytometry, MLPCN | S. cerevisiae RPL19A-GFP strain, 3 h; hits give low values | percent response vs DMSO, % at 10 µM | actives 0.3% (n = 330,000) | AID 2025, 2009;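 active = percent response vs DMSO below 50%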;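 also: median channel GFP fluorescence of the barcoded RPL19A-GFP strain; ratio of sample median GFP to plate DMSO average so 100% = DMSO; lower means less RPL19A-GFP as with rapamycin TOR inhibition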
MEP2 TOR yeast = modulators of MEP2-GFP levels in yeast, primary screen, S. cerevisiae, multiplex flow cytometry, MLPCN library; S. cerevisiae MEP2-GFP strain, 3 h; 100% = DMSO control level; GFP response vs DMSO, % at 10 µM; actives 0.51% (n = 330,000); AID 2016, 2009;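 active = GFP response versus DMSO above a set limit, roughly screen mean plus 3 SD, cut at about 180% in these data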;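 also: median GFP fluorescence of the barcode-gated MEP2-GFP cells per well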
Numbers without * were called inactive; · = no result given.

Values run as follows: AHR activator | MEP2 TOR yeast | procasp3 activ | proCasp7 act | EBNA-1 inhibitor | RPL19A-GFP yeast | ZTA DNA inh | LAP4-GFP MLPCN
- Cc1cccc(N2CCN(C(=O)Cn3c(=O)[nH]c4ccsc4c3=O)CC2C)c1 (stereo unspecified)
  1 | 98 | 2 | 13 | -2 | 95 | 1 | 87
- CN1CCN(S(=O)(=O)c2cccc(C(=O)N(C)CC(=O)Nc3ccc(F)c(F)c3F)c2)CC1
  -1 | 100 | 5 | -10 | -16 | 95 | 0 | 103
- COc1ccc(NC(=S)NNc2ccc(S(=O)(=O)Nc3ccccc3C(=O)O)cc2[N+](=O)[O-])cc1
  -1 | 98 | -7 | -29 | 5 | 94 | 6 | 100
- N#CCCN(C1CCCCC1)S(=O)(=O)CCOc1ccccc1
  4 | 100 | 0 | 6 | -12 | 98 | -2 | 101
- CNC(=S)NCc1ccc(OC)cc1
  -3 | 93 | -5 | -9 | -13 | 97 | -30 | 107
- CCN(CC)C(CNC(=O)c1cc(=O)[nH]c2ccccc12)c1ccccc1Cl (stereo unspecified)
  3 | 105 | 4 | 3 | 5 | 107 | 9 | 96
- CCCN(CCC)C(=O)c1cc2c(=O)n3cccc(C)c3nc2s1
  18 | 110 | -6 | 3 | 8 | 103 | 17 | 77
- CCN(C1CCCCC1)S(=O)(=O)c1ccc(S(=O)(=O)N2CCN(CCC#N)CC2)cc1
  -1 | 118 | 0 | 3 | 2 | 103 | -4 | 106
- COc1cc(/C=N/Nc2ccc(Cl)c(C(=O)O)c2)ccc1OC(=O)c1ccco1
  7 | 97 | -9 | -18 | -7 | 105 | -7 | 97
- CCn1c(C)cs/c1=N\C(=S)Nc1ccccc1C
  17 | 104 | -8 | 5 | -15 | 108 | -18 | 103
- Cc1ccc(C2(c3ccccc3)NC(=O)N(CC(=O)N(C)C3CCS(=O)(=O)C3)C2=O)cc1C (stereo unspecified)
  0 | 108 | -4 | 2 | · | 98 | -24 | 106
- CC(C)Cc1nc(N2CCOCC2)c(C#N)c2c1CCC2
  3 | 97 | 4 | -6 | 4 | 100 | 1 | 102
- C=CCn1c(COc2ccccc2)nnc1SCC(=O)Nc1ccc2c(c1)OCCO2
  16 | 92 | -1 | 7 | 5 | 87 | -9 | 81
- Brc1ccc(N=NNc2ccccc2)cc1
  58* | 108 | -4 | 12 | -13 | 109 | -10 | 91
- Cc1ccc(NC(=O)C(C)N2CCOCC2)c(C(=O)c2ccccc2)c1 (stereo unspecified)
  -1 | 106 | -4 | 1 | -1 | 97 | -13 | 101
- CC(NC(=O)C1CCC(CNS(=O)(=O)c2ccccc2)CC1)c1ccccc1 (stereo unspecified)
  -2 | 311* | -2 | 9 | 4 | 68 | 0 | 132
- O=C(Nc1ccc(N2CCCCC2)c(Cl)c1)c1ncn[nH]1
  -5 | 103 | 2 | 10 | 1 | 97 | 14 | 111
- COc1ccccc1N1CC(C(=O)Nc2nnc(SCC(=O)NC(C)C)s2)CC1=O (stereo unspecified)
  0 | 107 | -6 | 3 | 3 | 104 | -18 | 98
- O=S(=O)(N/N=C\c1cccc(F)c1)c1ccccc1
  1 | 109 | -3 | 0 | -11 | 116 | -10 | 74
- CC[C@H](C)[C@@H](CN[C@H](CCCCNC)CNC)NCC1CCCC1
  1 | 97 | 1 | 3 | 3 | 100 | -8 | 111
- COc1ccc(CC(=O)N2CCC(Nc3nc4ccccc4n3Cc3ccc(F)cc3)CC2)cc1
  -1 | 108 | 5 | -2 | -10 | 92 | -11 | 102
- O=S(=O)(Nc1nc2ccccc2nc1NCC1CCCO1)c1cccs1 (stereo unspecified)
  8 | 86 | -4 | -10 | -6 | 99 | -3 | 69
- Cc1oc(-c2ccccc2Cl)nc1CS(=O)(=O)CC(=O)NCCN1CCOCC1
  8 | 95 | 4 | 0 | -4 | 98 | -1 | 93
- CC(C)(C)c1nnc(NC(=O)CS(=O)(=O)Cc2ccccc2)s1
  -1 | 105 | 1 | 4 | 4 | 104 | 14 | 93
- O=C1C2ON(c3ccccc3)C(c3ccncc3)C2C(=O)N1c1ccc(Br)cc1 (stereo unspecified)
  2 | 98 | -15 | -8 | -3 | 101 | -19 | 99
- CCc1ccccc1N1CC23C=CC(O2)C(C(=O)OCC(C)C)C3C1=O (stereo unspecified)
  1 | 99 | 3 | 7 | -4 | 100 | -7 | 98
- CCC(C)(C)C1CCC2(CC1)NC(=O)N(CC(=O)N1CCN(C(=O)c3ccco3)CC1)C2=O (stereo unspecified)
  -2 | 109 | 9 | 4 | · | 104 | 19 | 107
- CCCCCn1cnc2c(sc3nc4c(cc32)CSC(C)(C)C4)c1=O
  13 | 106 | 13 | -3 | 16 | 105 | -5 | 96
- Cc1nnc2sc(-c3ccc(NC(=O)c4ccc(-c5ccc(Cl)cc5Cl)o4)cc3)nn12
  10 | 98 | -6 | -2 | 0 | 95 | -8 | 97
- CC[C@]12c3[nH]c4ccccc4c3CCN1C(=O)C(CC(=O)NCCCn1ccnc1)C[C@@H]2C(=O)N1CCN(C(=O)C2CC2)CC1 (stereo partly specified)
  1 | 104 | -2 | 1 | · | 103 | · | 100

A draw from above in order of formula weight, smallest number first:
Values run as follows: AHR activator | MEP2 TOR yeast | procasp3 activ | proCasp7 act | EBNA-1 inhibitor | RPL19A-GFP yeast | ZTA DNA inh | LAP4-GFP MLPCN
- O=C(Nc1ccc(N2CCCCC2)c(Cl)c1)c1ncn[nH]1
  -5 | 103 | 2 | 10 | 1 | 97 | 14 | 111
- CC[C@H](C)[C@@H](CN[C@H](CCCCNC)CNC)NCC1CCCC1
  1 | 97 | 1 | 3 | 3 | 100 | -8 | 111
- Cc1ccc(NC(=O)C(C)N2CCOCC2)c(C(=O)c2ccccc2)c1 (stereo unspecified)
  -1 | 106 | -4 | 1 | -1 | 97 | -13 | 101
- CCCCCn1cnc2c(sc3nc4c(cc32)CSC(C)(C)C4)c1=O
  13 | 106 | 13 | -3 | 16 | 105 | -5 | 96
- CC(NC(=O)C1CCC(CNS(=O)(=O)c2ccccc2)CC1)c1ccccc1 (stereo unspecified)
  -2 | 311* | -2 | 9 | 4 | 68 | 0 | 132
- COc1cc(/C=N/Nc2ccc(Cl)c(C(=O)O)c2)ccc1OC(=O)c1ccco1
  7 | 97 | -9 | -18 | -7 | 105 | -7 | 97
- C=CCn1c(COc2ccccc2)nnc1SCC(=O)Nc1ccc2c(c1)OCCO2
  16 | 92 | -1 | 7 | 5 | 87 | -9 | 81
- Cc1oc(-c2ccccc2Cl)nc1CS(=O)(=O)CC(=O)NCCN1CCOCC1
  8 | 95 | 4 | 0 | -4 | 98 | -1 | 93
- CCC(C)(C)C1CCC2(CC1)NC(=O)N(CC(=O)N1CCN(C(=O)c3ccco3)CC1)C2=O (stereo unspecified)
  -2 | 109 | 9 | 4 | · | 104 | 19 | 107
- CCN(C1CCCCC1)S(=O)(=O)c1ccc(S(=O)(=O)N2CCN(CCC#N)CC2)cc1
  -1 | 118 | 0 | 3 | 2 | 103 | -4 | 106
- Cc1nnc2sc(-c3ccc(NC(=O)c4ccc(-c5ccc(Cl)cc5Cl)o4)cc3)nn12
  10 | 98 | -6 | -2 | 0 | 95 | -8 | 97
- CN1CCN(S(=O)(=O)c2cccc(C(=O)N(C)CC(=O)Nc3ccc(F)c(F)c3F)c2)CC1
  -1 | 100 | 5 | -10 | -16 | 95 | 0 | 103
- CC[C@]12c3[nH]c4ccccc4c3CCN1C(=O)C(CC(=O)NCCCn1ccnc1)C[C@@H]2C(=O)N1CCN(C(=O)C2CC2)CC1 (stereo partly specified)
  1 | 104 | -2 | 1 | · | 103 | · | 100

(continued)
Values run as follows: AHR activator | MEP2 TOR yeast | procasp3 activ | proCasp7 act | EBNA-1 inhibitor | RPL19A-GFP yeast | ZTA DNA inh | LAP4-GFP MLPCN
- COc1ccc(CNC(=O)C(C)N2CCN(c3ccc(C(C)=O)cc3)CC2)cc1 (stereo unspecified)
  9 | 125 | 2 | 3 | -14 | 91 | -15 | 112
- Cn1c(C(=O)N2CCCC(C(=O)NCc3ccccc3)C2)cc2sccc21 (stereo unspecified)
  4 | 97 | -6 | 10 | -2 | 98 | 1 | 100
- COC(=O)c1sc(NC(=O)CC(C)C)c(C(=O)OC)c1C
  2 | 91 | -1 | 7 | 0 | 100 | 8 | 93
- COc1ccc(C(=O)Nc2nc3ccccc3[nH]2)cc1S(=O)(=O)N1CCOCC1
  6 | 112 | 5 | 2 | -6 | 103 | 0 | 103
- COc1ccc(CC(=O)N/N=C/c2cc(Br)cs2)cc1OC
  0 | 98 | 1 | 3 | -30 | 91 | -13 | 79
- CCCCCCSc1ccc([C@H]2N[C@@](Cc3ccccc3)(C(=O)OC)[C@H]3C(=O)N(CC)C(=O)[C@@H]23)cc1
  2 | 95 | -1 | 4 | -9 | 101 | -15 | 126
- CN1C(=O)/C(=C\c2cc(Br)cs2)c2ccccc21
  62* | 107 | 3 | 0 | 11 | 100 | -10 | 108
- CS(=O)(=O)c1ccc(N2CCN(S(=O)(=O)c3cccs3)CC2)c([N+](=O)[O-])c1
  1 | 100 | -6 | -16 | · | 99 | -6 | 102
- COc1cc(NC(=S)NCCCO)c(OC)cc1Cl
  1 | 114 | 4 | -1 | 1 | 115 | -4 | 96
- O=C(CN(c1ccc(Cl)c(C(F)(F)F)c1)S(=O)(=O)c1ccccc1)N1CCOCC1
  0 | 111 | 7 | -6 | -4 | 100 | 13 | 106
- CCOC(=O)c1cc(-c2ccc(Cl)s2)[nH]n1
  -1 | 97 | -4 | 1 | 6 | 96 | 13 | 128
- CCCCOc1ncnc2c1[nH]c1ccc(C)cc12
  -8 | 100 | 2 | -3 | 5 | 98 | -6 | 126
- Cc1cc(S(=O)(=O)Nc2ccc(N3CCOCC3)cc2)ccc1Br
  0 | 100 | 5 | 2 | 3 | 102 | 20 | 92
- CC(C(=O)NCc1ccc2c(c1)OCO2)N(c1ccccc1)S(C)(=O)=O (stereo unspecified)
  1 | 98 | 2 | 5 | -19 | 96 | -1 | 104
- CC(OC(=O)c1ccc(-n2cnnn2)cc1)C(=O)Nc1ccccc1[N+](=O)[O-] (stereo unspecified)
  4 | 100 | 2 | 11 | · | 103 | 3 | 101
- Cc1ccccc1N1CCN(Cc2c[nH]c3ccccc23)CC1
  8 | 101 | 2 | -2 | 0 | 96 | 4 | 95
- O=C(NCC1CCCO1)c1cccc(NC(=O)c2ccco2)c1 (stereo unspecified)
  5 | 102 | -4 | -1 | -2 | 97 | 9 | 107
- CSC1=NS(=O)(=O)c2c(C)nn(C)c2S1
  -1 | 92 | -30 | -35 | 0 | 85 | -13 | 154*
- N#Cc1c(-c2ccc(Cl)cc2)cc(-c2ccccc2)nc1SCC(=O)O
  1 | 106 | 0 | 5 | 2 | 101 | 3 | 100
- Cc1ccc(C(=O)NCCCNC(=O)c2ccco2)cc1
  -2 | 99 | 1 | 4 | 1 | 100 | -16 | 98

Some of the entries above, reformatted.
COc1ccc(C(=O)Nc2nc3ccccc3[nH]2)cc1S(=O)(=O)N1CCOCC1
- AHR activator = 6
- MEP2 TOR yeast = 112
- procasp3 activ = 5
- proCasp7 act = 2
- EBNA-1 inhibitor = -6
- RPL19A-GFP yeast = 103
- ZTA DNA inh = 0
- LAP4-GFP MLPCN = 103

O=C(CN(c1ccc(Cl)c(C(F)(F)F)c1)S(=O)(=O)c1ccccc1)N1CCOCC1
- AHR activator = 0
- MEP2 TOR yeast = 111
- procasp3 activ = 7
- proCasp7 act = -6
- EBNA-1 inhibitor = -4
- RPL19A-GFP yeast = 100
- ZTA DNA inh = 13
- LAP4-GFP MLPCN = 106
